From PubChem BioAssay
IMPase Li inh: IMPase inhibition in cells with lithium potentiation | AID 1457 | Potency, µM (series often up to 59.4 µM), without a hit: at the top dose activity, negative = IMPase inhibition, most hits filed as inhibitors | CHO-M1 cells, IP1 TR-FRET (IP-One), carbachol + lithium | 210,000 compounds, 0.35% hits;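 further: IP1 builds up when IMPase is blocked and the TR-FRET signal falls; potency means the concentration at half of the fitted maximal effect; plate controls were basal vehicle for no effect and high inhibitor control for full effect; nearly all actives have a fitted effect of over 50% in size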
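IP1 accumulation measured by competitive TR-FRET in lysed CHO-M1 cells after 30 min compound exposure at 37C, with a small lithium addition to potentiate weak responses. Hill-equation AC50 from ratio and donor-channel data.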
Epigenetic reg: epigenetic control regulation, reporter derepression | murine LDR cells, GFP reporter derepression, 30 h | Potency, µM (doses to about 53.9 µM), inactives show at the highest dose GFP activation, actives largely listed as activators | 280,000 compounds, 0.2% hits | AID 1865; further: potency means the concentration at half of the fitted maximal effect; % of control where 0% means no effect; nearly all actives have a fitted effect of over 60% in size
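Reporter derepression read as number of fluorescent GFP-positive objects, 20-120 um in size, counted by laser-scanning cytometer. Mouse LDR line with an epigenetically silenced CMV-GFP locus; compound incubation 30 h, 37 C.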
HttQ103 aggreg: inhibitors of mutant huntingtin aggregate formation in PC12 cells; Potency, µM (series often up to 46.1 µM), for the others: at the highest dose activity change, negative = inhibition, actives largely listed as inhibitors; 220,000 compounds, 1.1% hits; AID 1688; PC12 HttQ103-GFP aggregates, Acumen cytometry, 40 h; further: potency means the concentration at half of the fitted maximal effect; on the % scale 0 is the no-effect control and ±100 the full control effect; nearly all actives have a fitted effect of over 60% in size
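Quantitative HTS on tebufenozide-induced (100 nM) PC12 cells stably expressing polyQ103 Huntingtin exon 1–GFP. Reduction of bright GFP aggregates, detected by laser scanning cytometry after lysis, identified actives across the titration.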
L3MBTL1 block: blocks human L3MBTL1. Q9Y468. AlphaScreen L3MBTL1–H3K9me1 peptide binding. Potency, µM (titrated, usually from 57.1 µM), without a hit: at the highest dose activity, negative = inhibition, usual class: inhibitors. 230,000 compounds, 0.66% hits. AID 485360; further: potency means the concentration at half of the fitted maximal effect; on the % scale 0 is the no-effect control and ±100 the full control effect; nearly all actives have a fitted effect of over 60% in size
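Read-out is AlphaScreen signal from streptavidin donor and nickel chelate acceptor beads (10 ug/mL final each) bridging L3MBTL1 (50 nM) and biotinylated K9-monomethylated H3(1-15) peptide (75 nM), after 30 min compound exposure at room temperature.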
NPSR antagonist: antagonists of human neuropeptide S receptor cAMP signaling | Q6W5P4 | CHO-NPSR cells, cAMP TR-FRET, antagonist mode | Potency, µM (top dose mostly 38.3 µM), without a hit: at the highest dose activity change, negative = inhibition, hits mostly inhibitors | 220,000 compounds, 1% hits | AID 1461; further: potency means the concentration at half of the fitted maximal effect; on the % scale 0 is the no-effect control and ±100 the full control effect; nearly all actives have a fitted effect of over 50% in size; many of its hits are not listed in these tables
Target sequence (Q6W5P4 whole entry, looked up): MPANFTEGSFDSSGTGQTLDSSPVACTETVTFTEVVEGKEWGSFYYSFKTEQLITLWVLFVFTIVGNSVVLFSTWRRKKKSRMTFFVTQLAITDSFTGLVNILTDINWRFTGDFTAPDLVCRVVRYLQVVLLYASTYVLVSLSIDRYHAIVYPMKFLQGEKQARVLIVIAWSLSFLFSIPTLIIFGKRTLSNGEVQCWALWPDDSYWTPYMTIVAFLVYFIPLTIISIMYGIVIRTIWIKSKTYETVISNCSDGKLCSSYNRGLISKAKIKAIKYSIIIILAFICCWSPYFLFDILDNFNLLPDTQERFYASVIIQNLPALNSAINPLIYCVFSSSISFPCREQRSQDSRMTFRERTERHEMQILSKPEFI
Luc counter: counter-screen: inhibitors of Kinase-Glo firefly luciferase. Q27757. Kinase-Glo luciferase, ATP luminescence, 8 min. Potency, µM (highest dose often 38.3 µM), inactives show at the highest dose activity change, negative = inhibition, most hits filed as inhibitors. 200,000 compounds, 0.28% hits. AID 1379; further: potency means the concentration at half of the fitted maximal effect; on the % scale 0 is the no-effect control and ±100 the full control effect; nearly all actives have a fitted effect of over 60% in size
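Compounds were added to a substrate mix at pH 7.2 (50 mM imidazole, 10 uM ATP, within the enzyme's linear range), followed by Kinase-Glo detection reagent; luminescence was measured after 8 minutes at ambient temperature.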
CBFb-RUNX1 inh: blocks binding between human CBF-beta and RUNX1. AlphaScreen CBFb-His/RUNX1-biotin binding, biochemical. Q01196+Q13951. Potency, µM (highest dose often 59.8 µM), for the others: top-dose activity, negative = inhibition, most hits filed as inhibitors. 230,000 tested, under 10 active; further: % of control where 0% means no effect
Target sequence (Q01196 whole entry, looked up): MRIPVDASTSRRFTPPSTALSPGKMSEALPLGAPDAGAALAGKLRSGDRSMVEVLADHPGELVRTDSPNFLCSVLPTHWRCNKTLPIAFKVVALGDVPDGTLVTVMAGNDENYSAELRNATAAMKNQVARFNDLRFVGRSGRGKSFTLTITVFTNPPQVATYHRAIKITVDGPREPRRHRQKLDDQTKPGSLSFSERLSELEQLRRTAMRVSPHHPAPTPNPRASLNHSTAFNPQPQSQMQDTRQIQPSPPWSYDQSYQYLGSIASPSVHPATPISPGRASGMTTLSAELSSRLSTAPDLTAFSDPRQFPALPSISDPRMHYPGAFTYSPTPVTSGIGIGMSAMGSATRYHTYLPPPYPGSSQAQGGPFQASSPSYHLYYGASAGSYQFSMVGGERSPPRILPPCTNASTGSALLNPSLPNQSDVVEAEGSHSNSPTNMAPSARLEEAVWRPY
Target sequence (Q13951 whole entry, looked up): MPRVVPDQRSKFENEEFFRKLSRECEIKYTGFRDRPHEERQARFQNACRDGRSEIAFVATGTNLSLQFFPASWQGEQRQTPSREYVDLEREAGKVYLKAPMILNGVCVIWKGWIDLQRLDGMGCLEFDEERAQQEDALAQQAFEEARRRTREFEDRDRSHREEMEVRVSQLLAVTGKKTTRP
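Proteins preincubated together for 20 min at RT before compound addition; 15 min later, nickel and streptavidin beads were added and left 90 min prior to AlphaScreen measurement.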
* marks the source's active call; other numbers are inactive results; u = inconclusive; x = not tested or not shown; & = joins results of further samples; [ ] = another dose, or the depositor's remark. The call rests on the fitted dose curve; in most records, active means well fitted curve in the direction sought with a large enough effect; inconclusive means small, poorly fitted or top-dose-only effect, or another doubt; inactive means no such curve, though single readings can be large; an effect the other way counts as inactive or inconclusive.

SMILES	IMPase Li inh	Epigenetic reg	HttQ103 aggreg	L3MBTL1 block	NPSR antagonist	Luc counter	CBFb-RUNX1 inh
CCC(=O)c1cc2c(cc1NC(=O)c1cccs1)OCCO2	-6%[38.3 µM]	4.3%	-14%	7%	-13%[46.1 µM]	12%	2%
O=C(CCc1nnc(-c2ccc(-c3ccccc3)cc2)o1)N1CCCCC1	12%	-1.2%	12%[9.22 µM]	-11%	-3%	x	3%
COC(=O)c1sc2cnccc2c1N	-4%[38.3 µM]	-0.3%	u	x	-5%[46.1 µM]	-4%	1%
COC(=O)c1sc(NC(=O)COc2ccccc2OC)nc1C	6%[38.3 µM]	0.0%	-12%	4%[11.4 µM]	-5%[46.1 µM]	1%	2%
COCCCNC(=O)COc1ccc(S(=O)(=O)NCc2ccccc2)cc1Cl	0%	15%	-13%	7%	2%	-3%	6%
Cc1ccc(-n2cccn2)c(CN2CCCC(CNC(=O)c3ccc(F)cc3)C2)c1 (configuration not stated)	18%	-3.4%	-12%[9.22 µM]	10%	-11%	2%	3%
CCOC(=O)c1nnn(-c2nc(N(C)C)nc(N(C)C)n2)c1C	13%	-3.1%	3%	x	11%	0%	-3%
CCOC(=O)c1ccccc1NC(=O)CN1CCC(n2nnc3cc(C(F)(F)F)ccc32)CC1	x	-1.1%	-14%[9.22 µM]	x	-6%	x	14%
S=c1[nH]nc(Cn2c(-c3ccccn3)nc3ccccc32)n1-c1ccc2c(c1)OCCO2	x	5.3%	-30%[9.22 µM]	23%	-21%	x	-15%
Cc1cc(-c2ccccc2)nc2[nH]n(-c3ccccc3)c(=O)c12	44%[activator][38.3 µM]	-0.7%	-9%	x	-20%[46.1 µM]	18%	-9%
COCCn1c(SCC(=O)N2CCCc3ccccc32)nc2c(c1=O)SC(C)C2 (configuration not stated)	38%[activator][38.3 µM]	-0.8%	u	-9%	-20%[46.1 µM]	0%	-5%
COCCNC(=O)CS(=O)Cc1nc(-c2ccc(Cl)cc2)oc1C (configuration not stated)	-11%[38.3 µM]	0.0%	13%	3%	2%[46.1 µM]	1%	1%
CN(C)/C=N/NC(=O)c1ccccc1Cl	x	6.1%	-18%[9.22 µM]	10%	-18%	x	0%
NC(=O)CSc1nc2sc(-c3ccccc3)cc2c(=O)n1N	-1%[38.3 µM]	0.1%	9%	0%	-3%[46.1 µM]	-5%	-1%
CCOC(=O)c1cc2c(=O)n3ccccc3nc2n(Cc2ccco2)c1=NC(=O)c1ccccc1OCC	4%	-3.9%	-3%	x	-28%	1%	2%
Cc1ccc(OCC(=O)Nc2ccc(O)c(-c3nc4ccccc4o3)c2)cc1	-23%[38.3 µM]	-1.0%	17%	x	u	-2%	9%
CCOc1ccc(-c2noc(CCC(=O)NC)n2)cc1OCC	x	-1.8%	-2%	1%	-11%[46.1 µM]	x	2%
CC(=O)c1c(-c2ccc(Cl)cc2)c2ccccc2[nH]c1=O	6%	6.3%	8%[9.22 µM]	-1%	0%	3%	-1%
O=C(CSc1nn(-c2ccc(Cl)cc2)c(=S)s1)N1CCN(C(=O)c2ccco2)CC1	13%[38.3 µM]	-1.4%	u	-14%	u	-1%	1%
COC(=O)CNC(=O)C(Cc1c[nH]c2ccccc12)NC(=O)OC(C)(C)C (configuration not stated)	-13%[38.3 µM]	1.2%	-14%	-2%	-7%[46.1 µM]	-1%	3%
COc1cc(NC(=O)CN(C)S(=O)(=O)c2ccc3c(c2)CCC(=O)N3)cc(OC)c1	-6%[38.3 µM]	-0.2%	18%	x	-6%[46.1 µM]	2%	-2%
NC1(C(=O)O)CC(C(=O)O)C1 (configuration not stated)	-3%&-4%&-5%&12%	1.9%&0.0%&0.0%&0.8%	x	x	x	-1%&2%	20%
CCOC(=O)N1CCC2(CC1)NCCc1c2[nH]c2ccccc12	x	-3.8%	-6%[9.22 µM]	x	11%	x	0%
CCCCSc1nc2c(=O)[nH][nH]c(=O)c2n1Cc1ccccc1	8%	-1.2%	-2%	3%	-18%[46.1 µM]	-1%	2%
COc1ccccc1N1CCN(C(=S)NC(=O)/C=C/c2ccc(F)cc2)CC1	x	-2.9%	-15%[9.22 µM]	-2%	25%	x	-9%

Part of the list above in another layout.
molecule | IMPase Li inh | Epigenetic reg | HttQ103 aggreg | L3MBTL1 block | NPSR antagonist | Luc counter | CBFb-RUNX1 inh
CCC(=O)c1cc2c(cc1NC(=O)c1cccs1)OCCO2 | -6%[38.3 µM] | 4.3% | -14% | 7% | -13%[46.1 µM] | 12% | 2%
O=C(CCc1nnc(-c2ccc(-c3ccccc3)cc2)o1)N1CCCCC1 | 12% | -1.2% | 12%[9.22 µM] | -11% | -3% | x | 3%
COC(=O)c1sc2cnccc2c1N | -4%[38.3 µM] | -0.3% | u | x | -5%[46.1 µM] | -4% | 1%
COC(=O)c1sc(NC(=O)COc2ccccc2OC)nc1C | 6%[38.3 µM] | 0.0% | -12% | 4%[11.4 µM] | -5%[46.1 µM] | 1% | 2%
COCCCNC(=O)COc1ccc(S(=O)(=O)NCc2ccccc2)cc1Cl | 0% | 15% | -13% | 7% | 2% | -3% | 6%
Cc1ccc(-n2cccn2)c(CN2CCCC(CNC(=O)c3ccc(F)cc3)C2)c1 (configuration not stated) | 18% | -3.4% | -12%[9.22 µM] | 10% | -11% | 2% | 3%
CCOC(=O)c1nnn(-c2nc(N(C)C)nc(N(C)C)n2)c1C | 13% | -3.1% | 3% | x | 11% | 0% | -3%
CCOC(=O)c1ccccc1NC(=O)CN1CCC(n2nnc3cc(C(F)(F)F)ccc32)CC1 | x | -1.1% | -14%[9.22 µM] | x | -6% | x | 14%
S=c1[nH]nc(Cn2c(-c3ccccn3)nc3ccccc32)n1-c1ccc2c(c1)OCCO2 | x | 5.3% | -30%[9.22 µM] | 23% | -21% | x | -15%
Cc1cc(-c2ccccc2)nc2[nH]n(-c3ccccc3)c(=O)c12 | 44%[activator][38.3 µM] | -0.7% | -9% | x | -20%[46.1 µM] | 18% | -9%

Remaining list, next part.
SMILES	IMPase Li inh	Epigenetic reg	HttQ103 aggreg	L3MBTL1 block	NPSR antagonist	Luc counter	CBFb-RUNX1 inh
Cn1c(SCC(=O)NCc2ccco2)nnc1-c1c[nH]c2ccccc12	-5%[38.3 µM]	-0.2%	-8%	x	-9%[46.1 µM]	-2%	-5%
Cc1cc(C(=O)NCc2cccnc2)cs1	16%[38.3 µM]	0.0%	15%	-4%[11.4 µM]	2%[46.1 µM]	-1%	4%
CC(C)(C)NC(=O)C(OC(=O)c1cccs1)c1ccc(F)cc1 (configuration not stated)	0%	-0.1%	-8%	13%	-15%	0%	3%
Cc1ccc2nc(/C(C#N)=C\c3ccc([N+](=O)[O-])o3)[nH]c2c1	14%[38.3 µM]	1µM*	u	-1%	10µM*	-4%	-3%
O=C(N/N=C\c1ccc[nH]1)C1COc2ccccc2O1 (configuration not stated)	x	0.1%	-14%[9.22 µM]	x	-5%	x	7%
CC(C)C(=O)Nc1sc2c(c1-c1nc3ccccc3[nH]1)CCCC2	-6%[38.3 µM]	3.6%	18%	-5%	-15%[46.1 µM]	0%	0%
CO/N=C/c1c(C(=O)OC)nn(-c2ccccc2)c1Cl	-8%	-1.0%	15%	3%	-7%	4%	1%
CCOC(=O)c1cnc2ccc(OCC)cc2c1NCCN1CCOCC1	15%	-0.1%	22%[9.22 µM]	4%	10%	-5%	4%
CCNC(=O)CC1C(=O)N(c2ccc(OC)cc2)C(=O)N1Cc1ccc(OC)cc1 (configuration not stated)	-4%[38.3 µM]	-1.2%	-1%	1%	-4%[46.1 µM]	-6%	6%
CCc1nnc(NC(=O)C2Cc3ccccc3C(=O)O2)s1 (configuration not stated)	5%[38.3 µM]	-1.3%	4%	x	-7%[46.1 µM]	-2%	-2%
O=C(CN(Cc1ccco1)S(=O)(=O)c1ccccc1)N/N=C/c1cccc(O)c1	12%[38.3 µM]	1.5%	24%	-4%	-9%[46.1 µM]	-2%	-4%
Cc1cc(C)c2c(N)c(C(=O)NC3CCCC3)sc2n1	-6%	-2.3%	3%	39%[activator]	-8%	-2%	2%
CCOC(=O)C1=C(C)NC(SCc2cc(=O)[nH][nH]2)=C(C#N)C1c1cccs1 (configuration not stated)	-4%[38.3 µM]	0.0%	3%	x	-12%[46.1 µM]	5%	-23%
N/C(=N\OC(=O)CC1CCCCC1)c1ccccc1	-3%	0.0%	-18%	8%	8%	-2%	0%
CC(=O)OC1CCC23CC1(C)CCC2C(C)(C)CC3OC(C)=O (configuration not stated)	13%	-0.7%	x	x	x	-2%	x
c1cncc(CNc2nc(N3CCOCC3)nc(N3CCOCC3)n2)c1	-5%[38.3 µM]	-6.1%	10%[9.22 µM]	x	-6%[46.1 µM]	2%	2%
CCN1CCN(C(c2cccs2)C(C)NS(=O)(=O)c2ccc(Br)cc2)CC1 (configuration not stated)	11%[38.3 µM]	-1.0%	0%	-2%	-20%[46.1 µM]	1%	-4%
COc1ccc(C(=O)Nc2cc(OC)c(Cl)cc2OC)cc1	8%	0.9%	17%	18%	-23%	-2%	4%
CCOC(=O)C1=C(C)N=c2s/c(=C\C(=O)OC)c(=O)n2C1c1ccc(OC)cc1 (configuration not stated)	40%[activator][38.3 µM]	1.9%	-1%	x	u	-4%	-1%
CCN(Cc1ccccc1)C(=O)C1CCN(CC2CC=CCC2)CC1 (configuration not stated)	2%	0.0%	-3%	6%	14%	0%	-23%
COC(=O)c1[nH]c2cccc(OC)c2c1NC(=O)CCN1CCN(c2cccc(Cl)c2)CC1	-1%[38.3 µM]	-0.7%	-19%	-3%	-16%[46.1 µM]	0%	-7%
COc1cccc(/C=C/C(=O)c2ccc(NC3=NCCCS3)cc2)c1	16%	u	19%	-2%	-47%	-7%	-9%
NNc1nnc(NN)c2ccccc12	12%	-0.6%	16%	x	x	-2%[39.9 µM]	0%
COC(=O)C1=C(C)N(C)C(=O)NC1c1ccsc1 (configuration not stated)	7%	-0.1%	8%	-4%[11.4 µM]	10%	-3%	2%
O=C(NCc1ccc2c(c1)OCO2)C(=O)NCC(c1ccco1)N1CCN(c2ccccc2)CC1 (configuration not stated)	-2%	1.6%	-4%	u	-15%	1%	-3%
CCOC(=O)c1c(NC(=O)C2CCCO2)sc(C)c1C (configuration not stated)	28%	-3.2%	-7%	17%	-21%	3%	-7%
CCCCOC(=O)CSC1=C(C#N)C(c2ccccc2OCC)C(C#N)C(=O)N1 (configuration not stated)	-8%[38.3 µM]	0.9%	0%	-5%	-3%[46.1 µM]	0%	-18%
CC/C(C)=C1\SC(N2CCN(C(C)=O)CC2)=NC1=O	29%[38.3 µM]	2.9%	6%	x	-3%[46.1 µM]	-5%	-7%

This is a subset, so the mix of outcomes need not match the whole.
